Screens: PubChem, Broad Institute
FN deposit inh: inhibitors of fibronectin matrix deposition, primary screen, AH1F cells, Alexa488-fibronectin fluorescence, plate reader; AID 743247, 2014; hit rate 0.086% among 350,000; AH1F fibroblasts, overnight; inhibition, % at 12.6 µM;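 active means mean inhibition across replicates of 30% or more, regardless of how many single replicates reach that level; inconclusive means mean under 30% yet at least half of replicates reach 30%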;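 further: positive control wells lacked labelled fibronectin entirely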
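Assay system: AH1F fibroblasts / Quantity: 10000 cells per well / Medium: DMEM plus 2% serum, read in PBS / Reagent: labelled fibronectin 24 nM / Dosing: single dose, pinned / Times: 1 h cell attachment, overnight exposure to compound and label / Signal: fluorescence, ex 485 nm, em 525 nm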
esBAF inh: Bmi1 luciferase reporter increase in mESCs, primary screen, esBAF inhibitor project, mouse ES cells, Bmi1 luciferase knock-in, single point; 24 h; 100% = twice the neutral-well signal; reporter increase, % at 12.5 µM; hit rate 2% among 350,000; in the data active means activation above about 40%; inconclusive means no clear call, values can overlap the other calls;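 further: 0% = median of the plate's neutral control wells and 100% = double that signal; a rise in the Bmi1 reporter signal indicates esBAF inhibition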
RAD54 branch: inhibitors of human RAD54 branch migration, primary screen, biochemical, fluorescence, single point; DNA repair and recombination protein RAD54-like (Homo sapiens), Q92698; inhibition, % at 10.4 µM; RAD54 Holliday junction branch migration, FAM/BHQ fluorescence; hit rate 0.14% among 360,000;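 active means mean normalized replicate activity at least 40 and at least half of replicates scoring 40 or more; inconclusive means only one of the two criteria met; inactive means mean below 40 and under half of replicates reaching 40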;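 further: 0% = median of neutral control wells and 100% = median of positive control wells; inhibitors cause a drop in the FAM fluorescence signal; in these data hits start at about 50%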
Target sequence (Q92698 whole entry, looked up): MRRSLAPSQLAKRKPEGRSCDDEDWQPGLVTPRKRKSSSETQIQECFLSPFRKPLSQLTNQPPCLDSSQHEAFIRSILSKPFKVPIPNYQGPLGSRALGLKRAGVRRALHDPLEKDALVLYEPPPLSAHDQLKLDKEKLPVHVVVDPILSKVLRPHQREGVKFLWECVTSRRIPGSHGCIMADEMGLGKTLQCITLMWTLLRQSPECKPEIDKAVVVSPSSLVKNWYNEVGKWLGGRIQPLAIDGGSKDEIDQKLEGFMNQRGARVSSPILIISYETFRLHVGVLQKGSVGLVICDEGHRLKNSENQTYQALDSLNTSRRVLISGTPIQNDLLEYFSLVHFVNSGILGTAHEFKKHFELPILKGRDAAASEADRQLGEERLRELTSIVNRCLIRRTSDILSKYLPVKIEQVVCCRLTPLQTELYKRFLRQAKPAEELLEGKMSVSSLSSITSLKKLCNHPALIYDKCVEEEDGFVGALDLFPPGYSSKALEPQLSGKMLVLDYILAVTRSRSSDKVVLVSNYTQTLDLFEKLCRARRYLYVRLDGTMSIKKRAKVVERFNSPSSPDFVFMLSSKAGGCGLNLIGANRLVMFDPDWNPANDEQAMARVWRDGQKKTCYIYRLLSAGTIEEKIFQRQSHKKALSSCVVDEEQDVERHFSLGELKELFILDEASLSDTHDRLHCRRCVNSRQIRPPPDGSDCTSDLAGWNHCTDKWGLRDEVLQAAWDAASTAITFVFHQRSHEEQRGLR
Numbers without * were called inactive; ? = inconclusive. These rows are one share of the data; the hit share may differ from the screen's.

SMILES | FN deposit inh | esBAF inh | RAD54 branch
COc1ccc(-c2nc(CSCC(=O)NCC3CCCO3)c(C)o2)cc1OC (centres undefined) | 5 | 9 | 6
COc1ccc(C2C(C(=O)Nc3cccc(C)n3)c3ccccc3C(=O)N2C)cc1 (centres undefined) | -5 | 4 | -3
Cc1cc(C)nc(NC(=O)c2ccc(OC(C)C)cc2)n1 | -4 | -11 | 5
O=C(NCCO)C1CCN(S(=O)(=O)c2ccc(F)cc2)CC1 | 12 | -8 | 8
CCCn1c(SCC(=O)NCCc2ccccc2)nnc1-c1ccccn1 | 20 | 1 | -2
Cc1ccc(Cl)cc1N1CCN(C(=O)CN(C2CCCCC2)S(C)(=O)=O)CC1 | 8 | -11 | -18
Cc1ccc(Cn2c(SCC(C)C)nc3c2c(=O)n(C)c(=O)n3C)cc1 | 9 | 1 | 8
COc1ccc(N2C(=O)CC(S/C(N)=N/N=C(\C)c3cccs3)C2=O)cc1 (centres undefined) | -4 | 4 | -11
O=C1OC(NC(=O)c2ccccc2)C(n2cc(CO)nn2)=C1Cl (centres undefined) | 1 | 6 | 9
COC(=O)C1(C(=O)OC)NOC2C(=O)N(c3ccc(Cl)cc3Cl)C(=O)C21 (centres undefined) | 3 | 0 | 4
Cc1ccc2ncc(NC(=O)c3ccc(F)cc3)c(=O)n2c1 | -5 | 7 | -3
O=C(Nc1ccc(Oc2cccnc2)cc1)c1ccccc1F | -10 | 60* | 3
COCCNS(=O)(=O)c1ccc(F)c(OC)c1 | -3 | 3 | -1
COC(=O)c1ccc(COc2ncnc3c(Cl)cc(Cl)cc23)o1 | -6 | 1 | -4
Cc1nn(Cc2c(F)c(F)c(F)c(F)c2F)c(C)c1NC(=O)c1ccc(COc2ccc(F)cc2)o1 | 12 | 11 | -6
N#Cc1ccsc1NC(=O)CSc1nnc(-c2ccccc2)o1 | -5 | 35 | -3
COc1cc(/C=N/N(C)c2ccccc2)cc(Cl)c1O | 14 | 50* | -7
COc1ccc(OC(C)C(=O)N2CCN(c3ccccn3)CC2)cc1 (centres undefined) | 4 | -4 | -13
COc1ccc2c(c1)-c1c(ssc1=S)C(C)(C)N2 | 6 | -26 | 3
O=C(CSc1nc2ccccc2c(=O)n1Cc1ccco1)c1ccc(F)cc1 | -4 | 5 | -3

In another format: entries from further up.
mol: COC(=O)c1ccc(COc2ncnc3c(Cl)cc(Cl)cc23)o1
  FN deposit inh = -6 | esBAF inh = 1 | RAD54 branch = -4
mol: N#Cc1ccsc1NC(=O)CSc1nnc(-c2ccccc2)o1
  FN deposit inh = -5 | esBAF inh = 35 | RAD54 branch = -3
mol: Cc1ccc2ncc(NC(=O)c3ccc(F)cc3)c(=O)n2c1
  FN deposit inh = -5 | esBAF inh = 7 | RAD54 branch = -3

Next compounds follow.
SMILES | FN deposit inh | esBAF inh | RAD54 branch
Cc1nc2ccc(Nc3nc4cc(S(=O)(=O)N5CCOCC5)ccc4o3)cc2s1 | 4 | 7 | 4
O=C(NCCCn1ccnc1)c1cnn2c1NC(c1ccccc1)CC2C(F)(F)F (centres undefined) | 3 | -10 | 4
COc1ccc(C(=O)N2CCC(C(=O)c3ccc(F)cc3)CC2)cc1 | -1 | -2 | -2
CCC(Oc1ccccc1)C(=O)Nc1ccccn1 (centres undefined) | -1 | 22 | 6
COc1ccc2cc(Br)ccc2c1CC(=O)NC1CC(C)(C)NC(C)(C)C1 | -13 | 7 | 5
CCOC(=O)C1CCN(C(=O)Nc2cccc(Cl)c2)CC1 | -7 | 12 | 9
N#Cc1c(NC(=O)CN2C(=O)c3ccccc3C2=O)oc(-c2ccccc2)c1-c1ccccc1 | -8 | -8 | 2
Cc1ccc(S(=O)(=O)Nc2ccc3c(c2)nc2n3CCN(Cc3ccccc3)C2)cc1 | -6 | -9 | -14
CCCCNC(=O)c1ccc2c(c1)ncn2C1CCCC1 | 6 | -5 | -3
Cc1ccc(S(=O)(=O)N2CCCC2C(=O)Nn2cnnc2)cc1 (centres undefined) | -5 | 3 | 1
COc1cc(CC(=O)N2CCc3ccccc32)cc(OC)c1OC | 13 | 4 | 6
O=C(Nc1nc(-c2ccccc2)cs1)NC1CCCCC1 | -8 | 29 | 4
COc1ccc(C(=O)/C=C2\NCC3c4ccccc4CCN3C2=O)cc1 (centres undefined) | -6 | 2 | -9
C=CCc1ccccc1OCC(O)CN1CCN(c2ccc(OC)cc2)CC1 (centres undefined) | 1 | 1 | -13
CCn1c(Cc2ccccc2)nnc1SCc1nc2ccccc2c(=O)[nH]1 | -5 | -5 | -4
CC(C)=CC(=O)OCC(=O)NC(=O)NC(C)(C)C | 7 | -1 | -11
Nc1nc(-c2ccccc2)cc(-c2ccccc2O)n1 | -12 | 7 | 4
CCN1C=C(C(=O)OC)C(c2cccc(C)c2)C(C(=O)OC)=C1 | -3 | -3 | -5
NC1=NC(c2cccc(O)c2)n2c(nc3ccccc32)N1 (centres undefined) | 2 | 6 | 2
CCCCn1cnc2cc(NCc3cccc(OC)c3O)ccc21 | -4 | 27 | 7
CCOc1ccc(N(CC(=O)NC(C)(C)C)C(=O)c2ccco2)cc1 | -2 | -2 | 1
c1nnc2c3c4c(sc3ncn12)CCC4 | 1 | -15 | -3
COc1ccc(-c2nn(C)c(=O)c3ccccc23)cc1NC(=O)COc1ccccc1 | 8 | -3 | 0
O=C(CN1CCc2ccccc2C1)Nc1ccc(Br)cc1 | 8 | 12 | -5
O=C(Nc1cccc(C(F)(F)F)c1)C1CCN(S(=O)(=O)c2cnc[nH]2)CC1 | 2 | -7 | 5
CCCCN(Cc1ccccc1)S(=O)(=O)c1cc(Br)cc2c1N(C(C)=O)C(C)C2 (centres undefined) | -1 | 9 | 3
CCSc1nc2c(c(=O)[nH]1)C(c1ccncc1)C(C(=O)OC)=C(C)N2 (centres undefined) | 8 | -4 | -7
O=C(OCc1nc2ccccc2s1)c1cccs1 | 20 | 6 | -29
O=C(NCc1ccccc1)C(c1cccs1)N(Cc1cccs1)C(=O)c1cnccn1 (centres undefined) | -1 | -3 | -4
Cc1cc(C)cc(OCC(=O)NNC(=O)c2cc3ccccc3oc2=O)c1 | 0 | 24 | 5
c1cncc(C(c2nnnn2C2CCCC2)N2CCCC2)c1 (centres undefined) | 3 | -8 | 0
Cc1ccc(NC(=O)CCN2CCN(C/C=C/c3ccccc3)CC2)cc1C | -8 | 0 | 3
CCCN(CCC)C(=O)Cc1coc2ccc3ccccc3c12 | -4 | 8 | -4
COc1ccc(N2C(=O)CC(N3CCN(c4ccc(C(=O)c5cccnc5)cc4)CC3)C2=O)cc1 (centres undefined) | -10 | 4 | 1
CC(C)NC(=S)NN(c1ccccc1)c1ccccc1 | 7 | -6 | 5
O=C(Nc1cc(C(F)(F)F)ccc1-n1cncn1)c1ccc(Br)cc1 | 3 | 14 | -2
Cc1ccc(NC2=NC(=S)N(CC#N)C23CCCCC3)cc1 | 3 | -14 | 6
CCCCCCOC(=O)CCn1[nH]c(=O)c2ccccc2c1=O | -10 | 4 | -10
Cc1ccc(N2CC(C(N)=O)CC2=O)cc1 (centres undefined) | -4 | -10 | 2
S=C(c1ccc(N2CCOCC2)cc1)N1CCOCC1 | 3 | 2 | 5

2 entries from above, as a markdown table.
| structure | FN deposit inh | esBAF inh | RAD54 branch |
| --- | --- | --- | --- |
| Cc1ccc(NC(=O)CCN2CCN(C/C=C/c3ccccc3)CC2)cc1C | -8 | 0 | 3 |
| c1cncc(C(c2nnnn2C2CCCC2)N2CCCC2)c1 (centres undefined) | 3 | -8 | 0 |

(more compounds)
SMILES | FN deposit inh | esBAF inh | RAD54 branch
Cc1ccccc1C(=O)N(C)Cc1ccccc1 | 6 | -4 | 2
O=S(=O)(Nc1ccccn1)c1ccc(Oc2ccccc2)cc1 | -1 | 5 | 9
O=C(O)CCCNC(=O)c1cncc(O)c1 | 8 | -10 | 0
COC(=O)c1ccc(OCC(=O)Nc2nn(-c3ccccc3)nc2C(N)=O)cc1 | 0 | -2 | -4
CCOc1cc(NC(=S)NCC(C)C)c(OCC)cc1NC(=O)c1cccs1 | 4 | 3 | -1
CCOC(=O)C(NC(C)=O)(Nc1ccc(S(=O)(=O)Nc2onc(C)c2C)cc1)C(F)(F)F (centres undefined) | -10 | 0 | -8
CCC(CC)C(=O)c1c[nH]c(C(=O)NCCCn2ccnc2)c1 | -6 | -2 | -1
CC(C)[C@H](NC(=O)CCn1nnc2ccccc2c1=O)C(=O)O | -9 | 3 | -21
COc1cc(NC(=O)Cc2ccccc2OC)cc(OC)c1 | 0 | 9 | -1
Cc1ccc2c(Cl)c(C(=O)NCCCn3ccnc3)sc2c1 | -1 | 4 | -3
COCc1nnc(NC(=O)CCCOc2ccccc2)s1 | 5 | 8 | -6
CCN(CC)C(=O)CSC1=Nc2ccccc2C2=NC(c3ccccc3)C(=O)N12 (centres undefined) | 2 | -2 | 16
CCOC(=O)Nc1ccc(S(=O)(=O)NCCCN2CCOCC2)cc1 | 8 | -1 | 3
CC1=C(C(=O)OCC(C)C)C(c2ccsc2)NC(=O)N1 (centres undefined) | -9 | -3 | -3
O=c1c(-c2ccnn2-c2ccccc2F)cnc2n1CCS2 | -4 | 11 | -5
O=C(CSc1nnc(Cn2cnc3ccccc32)o1)c1ccccc1 | -1 | 8 | -30
CC(=O)c1ccc(NC2OC(C)C(O)C(O)C2O)cc1 (centres undefined) | 6 | -3 | -1
CCOc1ccc(NS(=O)(=O)c2ccc3[nH]cc(C(=O)NC(C)CC)c(=O)c3c2)cc1 (centres undefined) | 2 | 0 | 0
Cn1nc(-c2ccccc2)c(C(O)c2ccccc2C(F)(F)F)c1Cl (centres undefined) | 1 | -2 | -4
Cc1nn(CC(O)COc2ccc3c(c2)CCC3)c(C)c1Br (centres undefined) | 0 | -1 | -1
COc1cc2[nH]c(=O)n(CCC(=O)N3CCC(N4CCCCC4)CC3)c(=O)c2cc1OC | 10 | -5 | 4
CCOC(=O)CCC(NC(=O)c1cncc(O)c1)C(=O)OCC (centres undefined) | -11 | 3 | -3
O=C(Nc1ccccc1)N1CCc2ccccc2C1 | 5 | 44* | -11
COc1ccc(Cn2c(CCC(=O)NCc3ccco3)nc3cccnc32)cc1 | -4 | -3 | -7
COc1ccc(-c2nnc3n2N=C(C)CS3)cc1OC | 0 | -2 | -1
COc1ccc(Cn2c(-c3ccco3)nc3oc4ccccc4c(=O)c3c2=O)cc1 | -1 | 68* | -6
O=c1cc(-c2ccccc2)[nH]c2nc3ccccc3n12 | -11 | -7 | -15
CCCCC(=O)Nc1ccc(C(=O)Nc2nc(CC(=O)OCC)cs2)cc1 | 2 | -4 | -13
Cn1c(CNC2CCCCC2)c(C#N)c2ccccc21 | 16 | 4 | 13
O=Cc1ccc(OC(=O)C2CC(=O)N(c3ccc(F)cc3)C2)cc1 (centres undefined) | -4 | -9 | -7
Cc1cc(C)n(S(=O)(=O)c2ccc3ccccc3c2)n1 | 9 | -4 | -2
COc1ccc(NC2SC(=O)N(CC(=O)O)C2=O)cc1 (centres undefined) | 1 | -3 | -3
CCCCC(CC)C(=O)NCCc1ccc(S(N)(=O)=O)cc1 (centres undefined) | -1 | 0 | 7
Cc1cc(C)c(S(=O)(=O)n2ccc(-c3ccc(OCCN(C)c4ccccn4)cc3)n2)c(C)c1 | -10 | -20 | -3
O=C(Nc1ccc(CN2CCCCC2)cc1)c1ccc2c(c1)OCO2 | 8 | 9 | -3
CC(=O)n1nc(-c2ccccc2)nc1NCc1ccc(F)cc1 | -12 | 28 | 1
COc1ccc(CN(C(=O)c2ccc(-c3ccccc3)[nH]2)C(C(=O)NCC2CCCO2)c2ccc(C)o2)cc1 (centres undefined) | 14 | 3 | 6
O=C1C2ON(c3ccc(Cl)cc3)C(c3ccco3)C2C(=O)N1c1ccccc1 (centres undefined) | 1 | -7 | -2
CCOc1ccc(CC(=O)Nc2ccc(S(=O)(=O)Nc3cc(C)on3)cc2)cc1OCC | 1 | -3 | 3
Cc1ccc(-n2c(C)cc(/C([O-])=C(/C(=S)Nc3ccc(F)c(Cl)c3)[n+]3ccccc3)c2C)cc1 | -9 | 22 | -9
c1ccc(-c2noc(CSc3nnc(Cc4cccs4)n3-c3ccccc3)n2)cc1 | 1 | 1 | -11
CCCCNC(=O)C1C2C=CC3(CN(Cc4ccc(C)cc4)C(=O)C13)O2 (centres undefined) | -6 | -20 | -3
Cc1cc(CSc2ccccc2)ccc1NC(=O)COc1ccccc1 | -5 | ? | -2
CCCn1c(/N=C/c2ccccc2O)nc2ccccc21 | 3 | -2 | 3
O=S(=O)(N=S(N1CCCCC1)N1CCCCC1)c1ccccc1 | 7 | -2 | -8
Cc1nc2ccccc2c(-c2ccccc2)c1C(=O)c1ccccc1 | -8 | -1 | -3

Shown with two lines to a compound: part of the list above.
Order of values – FN deposit inh	esBAF inh	RAD54 branch
- O=S(=O)(N=S(N1CCCCC1)N1CCCCC1)c1ccccc1
 : 7	-2	-8
- Cc1nc2ccccc2c(-c2ccccc2)c1C(=O)c1ccccc1
 : -8	-1	-3
